EPAC2 ag – agonists of human EPAC2 (RAPGEF4). Potency, µM (doses to about 154 µM), without a hit: at the top dose activation, hits mostly activators. AID 720711. EPAC2 activation, biochemical qHTS; response scale: 100% = 6.5 mM cAMP response. hit rate 0.079% among 360,000; also: potency is read from the fitted curve at half-maximal effect; nearly all actives have a fitted effect of over 50% in size
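Exchange assay: 100 nM EPAC2 with 250 nM Rap1B-BODIPY-GDP and 50 uM GDP. Fluorescence (ex 480/em 540 nm) read every 5 min for 30 min at room temperature. Data normalized to 6.5 mM cAMP as agonist control.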
PLK1 PBD block – inhibitors of human PLK1 polo-box domain binding. P53350. Plk1 PBD binding of FITC phosphopeptide, fluorescence polarization. Potency, µM, for inactives: max response, negative = inhibition, hits mostly inhibitors. hit rate 2.8% among 360,000. AID 720504; also: potency is read from the fitted curve at half-maximal effect; series mostly up to about 57 µM; % is scaled to controls: 0 for no effect and ±100 for the full control effect; nearly all actives have a fitted effect of over 65% in size
EPAC1 agonist – EPAC1 (human) agonism | O95398 | Potency, µM (doses to about 154 µM), for the others: at the highest dose activation, most hits filed as activators | AID 720707 | EPAC1 agonist qHTS, biochemical assay; response scale: 100% = response to 6.5 mM cAMP | hit rate 0.073% among 360,000; also: potency is read from the fitted curve at half-maximal effect; nearly all actives have a fitted effect of over 60% in size
Target sequence (O95398 whole entry, looked up): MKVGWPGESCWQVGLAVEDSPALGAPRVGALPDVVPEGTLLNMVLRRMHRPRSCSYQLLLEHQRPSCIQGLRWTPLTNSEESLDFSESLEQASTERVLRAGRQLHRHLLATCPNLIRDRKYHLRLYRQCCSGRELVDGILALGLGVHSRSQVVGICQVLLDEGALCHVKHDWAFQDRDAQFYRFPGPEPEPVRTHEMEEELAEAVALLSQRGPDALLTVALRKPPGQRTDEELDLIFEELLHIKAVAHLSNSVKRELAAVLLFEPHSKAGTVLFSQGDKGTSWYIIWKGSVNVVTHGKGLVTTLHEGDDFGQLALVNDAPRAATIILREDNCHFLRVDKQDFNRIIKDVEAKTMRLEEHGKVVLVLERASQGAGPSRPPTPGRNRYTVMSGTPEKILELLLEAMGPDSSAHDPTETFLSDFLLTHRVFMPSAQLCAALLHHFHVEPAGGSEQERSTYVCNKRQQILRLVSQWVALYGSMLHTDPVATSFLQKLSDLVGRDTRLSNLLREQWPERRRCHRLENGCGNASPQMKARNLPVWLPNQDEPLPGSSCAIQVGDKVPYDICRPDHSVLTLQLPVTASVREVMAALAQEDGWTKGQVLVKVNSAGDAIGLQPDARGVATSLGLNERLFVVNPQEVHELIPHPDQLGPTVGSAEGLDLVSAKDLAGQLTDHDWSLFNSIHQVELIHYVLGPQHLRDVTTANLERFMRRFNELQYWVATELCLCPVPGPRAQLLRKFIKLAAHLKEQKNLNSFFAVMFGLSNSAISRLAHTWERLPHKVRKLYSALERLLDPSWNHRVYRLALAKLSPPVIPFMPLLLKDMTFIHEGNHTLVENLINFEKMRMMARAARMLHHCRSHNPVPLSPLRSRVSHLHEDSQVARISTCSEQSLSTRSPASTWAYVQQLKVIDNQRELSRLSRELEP
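EPAC1 100 nM, Rap1B–BODIPY-GDP 250 nM, unlabeled GDP 50 uM; compound titration; 5 min RT; kinetic read ex480/em540 at 5-min intervals ×30 min; data normalized to 6.5 mM cAMP agonist control.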
WRN helicase inh – inhibitors of human WRN helicase. Q14191. WRN helicase unwinding, fluorescent forked duplex, kinetic. Potency, µM (titrated, usually from 114 µM), inactives show at the top dose activity change, negative = inhibition, hits mostly inhibitors. hit rate 0.46% among 360,000. AID 651768; also: potency is read from the fitted curve at half-maximal effect; % is scaled to controls: 0 for no effect and ±100 for the full control effect; nearly all actives have a fitted effect of over 55% in size
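WRN at 20 nM final was preincubated with compound for 15 min at room temperature; reaction started with 100 nM forked duplex oligonucleotide carrying fluorophore and quencher plus 2 mM ATP (final). Unwinding followed kinetically by red fluorescence (ex 525/em 598 nm).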
IL-2 act – activates IL-2 in a cell-based reporter assay; hit rate 0.065% among 360,000; AID 652025; IL-2 activation reporter assay, cell-based qHTS; stimulated with anti-CD3/CD4/CD28 beads; in transgenic mouse T cells; activation, % (series mostly up to about 46 µM); in the data active = activation above about 50%; inconclusive = mostly about 30% to 49%; also: 0% is about no effect
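Unstimulated transgenic mouse T cells; 60-min compound exposure; bead-based TCR/CD4/CD28 stimulation; 18 h culture, 37 degrees C; dual fluorescence (EGFP, DsRed) plate cytometry.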
PI5P4K alpha inh – PI5P4K alpha (human) kinase inhibition; P48426; PI5P4Kalpha enzyme, ADP-Glo luminescence, 60 min; stronger effect = lower value; max response, %; hit rate 1.2% among 330,000; active = max response of -50% or lower; inconclusive = between -30% and -50%; inactive = -30% or higher; also: value at the top dose of about 77 µM; % is scaled to controls: 0 for no effect and ±100 for the full control effect
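PI5P4Kalpha ADP-Glo assay; 5 microM ATP final; 60 min RT reaction; HEPES pH 7.4/EGTA/CHAPS, 5% DMSO; controls lacking substrate or enzyme; luminescent end-point.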
CCT modulator – changes cytosolic chaperonin activity | hit rate 0.3% among 360,000 | purified chaperonin ATPase assay, HTRF ADP detection, 30 min | activity change, % (test concentration not listed), hits read low | AID 651819; in the data active = activity change below about -30%; also: % is scaled to controls: 0 for no effect and ±100 for the full control effect
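Enzyme 40 or 20 nM (batch-dependent) in Tris pH 7.4/KCl/MgCl2/DTT; cpd 76 uM single point; ATP 10 uM; 30 min 37 °C; Transcreener ADP HTRF detection, 30 min RT; ratio 665/615.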
EPAC1 antagonist – blocks human EPAC1 exchange factor; O95398; EPAC1 GEF assay, Rap1b-BODIPY-GDP exchange fluorescence; Potency, µM (titrated, usually from 115 µM), for the others: top-dose activity change, negative = inhibition, usual class: inhibitors; hit rate 0.14% among 360,000; AID 720709;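 also: potency is read from the fitted curve at half-maximal effect; plate controls were vehicle for no effect and positive control for full effect; nearly all actives have a fitted effect of over 50% in size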
Active calls of the source: *; ? = inconclusive; . = not tested or not shown; [ ] = remark or other dose. Unless noted, calls follow the shape of the dose curve; as a rule, active = well fitted curve in the direction sought with a large enough effect; inconclusive = small, poorly fitted or top-dose-only effect, or another doubt; inactive = no such curve, though single readings can be large; an effect the other way counts as inactive or inconclusive.

SMILES | EPAC2 ag | PLK1 PBD block | EPAC1 agonist | WRN helicase inh | IL-2 act | PI5P4K alpha inh | CCT modulator | EPAC1 antagonist
O=C(Nc1ccc([N+](=O)[O-])cc1)c1ccc(S(=O)(=O)N2CCCC2)cc1 | 3% | -8% | -3% | 2% | -0.5 | 3 | -1.0 | -9%
COc1ccc(N2C(=O)CC(NCc3ccc(F)cc3)C2=O)cc1 (stereo not drawn) | 0% | 0% | 0% | -3% | 1.2 | 4 | -0.9 | 0%
CCN(Cc1ccccc1)S(=O)(=O)c1ccc2c(c1)NC(=O)CC(=O)N2 | 5% | -8% | -1% | -3% | 1.0 | -5 | -4.3 | -14%
O=C(COc1cccc(C(F)(F)F)c1)NCC(c1cccs1)N1CCOCC1 (stereo not drawn) | -2% | 6% | -6% | 2% | -0.7 | -1 | 2.2 | 12%
Nc1ccc(C(=O)N2N=C(c3ccccc3)CC2(O)C(F)(F)F)cc1 (stereo not drawn) | 1% | -3% | -5% | -12% | 0.2 | 0 | -2.3 | 4%
Cc1ccc(NC(=O)CCNS(=O)(=O)c2cccs2)cc1F | 7% | 5% | -11% | 0% | 1.6 | -5 | -1.4 | 1%
COc1ccccc1NC(=O)CCC(=O)Nc1ccccc1OC | 4% | -4% | 8% | 5% | 2.7 | . | -0.5 | -2%
CS(=O)(=O)c1ccc(C(=O)NNC(=O)c2ccccc2-n2cccc2)cc1 | 2% | 7% | 11% | -5% | 5.2 | 2 | 2.0 | -24%
Cc1ccccc1Nc1nc(N)nc(CSc2nc3ccccc3c(=O)n2C)n1 | 10% | -5% | 1% | -6% | -2.1 | 2 | 0.0 | ?
COc1cccc2cc(C(C)N(CCCN3CCOCC3)C(=S)Nc3ccc(C)cc3)oc12 (stereo not drawn) | 15% | -13% | 10% | -5% | -0.7 | 7 | -1.7 | ?
Cc1ccc(C)c(OCCSc2nnc(C)c(=O)[nH]2)c1 | -2% | -9% | 8% | -9% | -0.2 | -7 | -1.1 | 14%
O=C(N/N=C/c1ccccc1Cl)c1n[nH]c2c1CCCC2 | -3% | 5% | -8% | 10% | -1.5 | -1 | -0.4 | 7%
CC(=O)Nc1ccc(S(=O)(=O)N(C)CC(=O)NNc2c(F)c(F)cc(F)c2F)cc1 | 8% | -21% | 7% | 5% | -0.2 | 2 | -1.0 | 1%
Nc1nc(SCC(=O)Nc2ccccc2Sc2ccc(Cl)cc2)n[nH]1 | 7% | -5% | -1% | 2% | -0.2 | -3 | 2.0 | 1%
CCOC(=O)CC1=C(C#N)C(c2cccnc2)C(C(=O)OCC)=C(N)O1 (stereo not drawn) | 7% | ? | -5% | 8% | -0.3 | -7 | -0.7 | 14%
Cc1cc(C)c(C)c(S(=O)(=O)N2CCNC(=O)C2)c1C | 0% | -1% | -9% | -14% | 0.2 | 0 | -0.1 | -1%
CC(OC(=O)c1ccc([N+](=O)[O-])o1)C(=O)Nc1nc(-c2ccc(F)c(F)c2)cs1 (stereo not drawn) | 11% | -14% | -10% | -31% | -0.1 | -9 | 2.3 | -10%
CCC12CN(C(=O)c3ccc(OC)cc3)CC(CC)(CN(C(=O)c3ccc(OC)cc3)C1)C2=O | 3% | -10% | -4% | 18% | -1.1 | -2 | 2.3 | 6%
CC(C)CN(CC(C)C)S(=O)(=O)N1CCC(C(=O)NCc2ccc(F)cc2)CC1 | 8% | -7% | -9% | -13% | -1.8 | . | -2.1 | 1%
O=C1CN(O)C=C2N=c3ccccc3=C2N1c1ccc([N+](=O)[O-])cc1 | 0% | -4% | 5% | -1% | -0.3 | 1 | -0.4 | -3%
COc1ccc(/C=N/Nc2ccccc2C(=O)O)cc1Cn1cc([N+](=O)[O-])cn1 | -5% | -14% | 0% | -18% | -2.1 | ? | 0.6 | -7%
COc1cc(CNc2ccc3[nH]c(=O)[nH]c3c2)cc(Br)c1OCc1ccccc1F | -1% | 5% | -3% | 3% | -3.4 | 1 | 0.1 | -11%
CNC(=O)C1C(=S)NC(N)=C(C#N)C1c1ccccc1 (stereo not drawn) | 2% | 27µM* | 3% | -8% | -3.4 | . | -1.6 | -2%
Cc1ccccc1COC(=O)CNC(=O)c1sc2ccccc2c1Cl | 9% | 0% | 17% | -3% | -3.0 | 15 | -0.3 | 0%
COc1ccc2[nH]c3c(=O)n(CCN4CCOCC4)cnc3c2c1 | -1% | -5% | 6% | -7% | 1.4 | 4 | -1.9 | 0%

The list continues:
SMILES | EPAC2 ag | PLK1 PBD block | EPAC1 agonist | WRN helicase inh | IL-2 act | PI5P4K alpha inh | CCT modulator | EPAC1 antagonist
COc1ccc(N2CCN(S(=O)(=O)c3ccc(-c4cnc(C5CC5)o4)cc3)CC2)cc1 | 10% | -12% | 3% | -5%[11.6 µM] | 1.1 | 4 | -1.0 | 6%
O=C1Nc2ccc([N+](=O)[O-])cc2C1(O)N1CCCCC1 (stereo not drawn) | 13% | 0% | 8% | -8% | -1.5 | . | -4.3 | 8%
FC(F)C(F)(F)c1cc(-c2ccccc2)n[nH]1 | 0% | -4% | 7% | ? | 1.2 | 10 | 0.5 | -4%
COc1cccc(NC(=O)C(Sc2nnc(-c3ccncc3)n2-c2ccc(Cl)cc2)c2ccccc2)c1 (stereo not drawn) | 15% | -1% | 4% | -9% | 0.2 | 2 | 0.0 | -5%
CCC(C(=O)NCCc1ccc(S(N)(=O)=O)cc1)c1ccccc1 (stereo not drawn) | -1% | -9% | -9% | 9% | -0.1 | 5 | 0.1 | 10%
Cn1cnc2cc(NS(=O)(=O)c3ccc(Br)cc3)ccc21 | -6% | -6% | -4% | -8%[57.1 µM] | -1.6 | -4 | 0.5 | 10%
CC1(C)C(=O)Nc2ccccc2N1C(=O)COC(=O)CNS(=O)(=O)c1ccc(Br)cc1Cl | 15% | -2% | -4% | -10% | 0.3 | -11 | -3.7 | -4%
CN1CCN(c2ccc(CNC(=O)C3(C)Cc4c(-c5ccc6c(c5)OCO6)ccnc4O3)cc2)CC1 (stereo not drawn) | 9% | -15% | -10% | -10% | 0.0 | -3 | -0.8 | ?
CCOC(=O)[C@]12CCCC=C1N(Cc1ccc(Cl)cc1Cl)C(=O)[C@H](CC(=O)N1CCC(c3ccccc3)CC1)C2 | -3% | -6% | 1% | 0% | -0.6 | 16 | -1.4 | -5%
COc1ccc(OCC(=O)N/N=C2\CCc3ccccc32)cc1 | 4% | -10% | 7% | 5%[57.1 µM] | -3.7 | -6 | -1.1 | -10%
C/C(=N\NC(=O)CC#N)C1COc2ccccc2O1 (stereo not drawn) | -2% | 21µM* | -7% | 5% | 0.2 | -3 | -1.6 | -2%
Cc1ccc(CN2C(=O)COc3cc(NS(C)(=O)=O)ccc32)cc1 | 6% | -14% | 11% | 12% | -0.5 | -3 | -1.2 | 0%
CCCCCCCCCCCC(=O)NC1CCS(=O)(=O)C1 (stereo not drawn) | 3% | -3% | -2% | -7% | -0.2 | 18 | -5.8 | -5%
COc1cc(C(c2oc(CO)cc(=O)c2O)c2oc(CO)cc(=O)c2O)cc(OC)c1OC | 1% | -10% | 8% | -5% | -0.8 | -1 | -0.2 | -4%
Cc1cccn2c(=O)c(C=Nc3ccccc3)c(NCCO)nc12 | 6% | -1% | 2% | 175%[activator] | 0.5 | . | -0.7 | 16%
COc1c(C)cc(Br)cc1C(=O)Nc1cccc(NC(=O)c2ccco2)c1 | 16% | 0% | 15% | -9% | -0.4 | 20 | 0.5 | -16%
Cc1csc(=Nc2cccnc2)n1Cc1ccco1 | 8% | -13% | -15% | -8% | 2.0 | -2 | -2.5 | -23%
CCn1c(C)nc2cc(NC(=O)Nc3cccc(C(C)=O)c3)ccc21 | -4% | -16% | -8% | -2% | 0.2 | -4 | 0.9 | 16%
O=C(Cn1ncc2c1-c1ccccc1OC2)Nc1ccc(Cl)cn1 | -4% | 5% | -13% | 3% | -1.0 | 4 | 0.7 | -7%
COC(=O)[C@H](C)NC(=O)Nc1cc(OC)ccc1OC | -1% | -6% | 1% | 0% | 0.1 | . | 0.5 | 7%
CCc1nn2c(=O)cc(COc3ccc(/C=C4\C(=N)N5N=C(CC(C)C)SC5=NC4=O)cc3)nc2s1 | -10% | ? | 3% | -15%[11.6 µM] | -0.2 | -19 | -2.2 | -2%
CCN(CC)CCN(CC(=O)N(C1CCCCC1)C1CCCCC1)C(=O)c1ccco1 | 8% | -8% | 9% | -20%[57.1 µM] | -0.8 | 1 | 2.6 | 9%
CCOc1cc(C(=S)N2CCN(C)CC2)ccc1OCC(=O)N1CCOCC1 | 0% | ? | -5% | 6% | 0.5 | 3 | -1.7 | 1%
Cn1c(SCC(=O)Nc2ccccc2)nnc1C(F)(F)F | 0% | -4% | 4% | 1% | 0.5 | 0 | -0.2 | 0%
C[C@@H]1COC(=O)[C@H](NC(=O)OCC2c3ccccc3-c3ccccc32)C/C=C\C[C@@H](CC(=O)N(CCO)Cc2ccccc2)C(=O)N1 | 5% | -4% | -21% | -2% | -3.3 | -2 | 0.8 | -5%

(further entries)
SMILES | EPAC2 ag | PLK1 PBD block | EPAC1 agonist | WRN helicase inh | IL-2 act | PI5P4K alpha inh | CCT modulator | EPAC1 antagonist
N#CCCN(C(=O)COC(=O)c1ccc(CNS(=O)(=O)c2ccc(F)c(Cl)c2)cc1)c1ccc(F)cc1 | -5% | 3% | 8% | -10% | -2.3 | 2 | 0.1 | ?
COC(=O)COc1ccc2c(-c3cccc([N+](=O)[O-])c3)cc(=O)oc2c1 | 2% | 0% | 10% | -5% | -0.1 | 11 | -2.4 | 16%
CCCC1CCC(C(=O)Nn2c(C)nc3ccccc3c2=O)CC1 (stereo not drawn) | -15% | -7% | -6% | -5% | 4.3 | 2 | -1.8 | -11%
O=C(NCC(=O)N(c1cccnc1)C(C(=O)NC1CCCC1)c1ccccc1F)c1ccco1 (stereo not drawn) | 5% | -8% | 2% | -1% | -2.1 | -4 | -7.1 | 16%
CCCNC(=O)COC(=O)c1cc(-c2ccc(OC)cc2)nc2ccccc12 | -10% | -2% | 7% | -4% | -1.2 | 12 | 1.8 | -8%
O=C(c1ccco1)N1CCN(C(c2coc3ccc(Cl)cc3c2=O)c2nnnn2C2CCCC2)CC1 (stereo not drawn) | 0% | -13% | -3% | 1% | 0.3 | -7 | -0.6 | -2%

Some of the compounds tested, so the mix of outcomes need not match the whole.
